Compound activity: PubChem, National Center for Advancing Translational Sciences (NCATS)
KB-V1 cytotox: kills drug-selected multidrug resistant KB-V1 cells; KB-V1 MDR cells viability, CellTiter-Glo, 72 h; hit rate 3.4% among 400,000; Potency, µM (series often up to 46.1 µM), for the others: top-dose activity change, negative = cytotoxicity, most hits filed as cytotoxic; note: potency is the fitted concentration of half-maximal effect; % is set by controls: 0 for no effect and ±100 for the full control effect; nearly all actives have a fitted effect of over 60% in size
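KB-V1 MDR subline cells in DMEM (phenol-red free, 10% FBS) exposed to compounds in qHTS concentration series for 72 h at 37 degrees C. Viability read by CellTiter-Glo luminescence; concentration-effect curves fitted after normalization and correction.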
GLP1R ag: agonists of human GLP-1 receptor; P43220; HEK293 GLP-1R CRE-luciferase, luminescence, 4-6 h; cells express a hypersensitive GLP-1R form; Potency, µM (series often up to 45.6 µM), for the others: at the highest dose activation, usual class: activators; hit rate 0.007% among 380,000; AID 624172; note: potency is the fitted concentration of half-maximal effect; % of control where 0% means no effect
Target sequence (P43220 whole entry, looked up): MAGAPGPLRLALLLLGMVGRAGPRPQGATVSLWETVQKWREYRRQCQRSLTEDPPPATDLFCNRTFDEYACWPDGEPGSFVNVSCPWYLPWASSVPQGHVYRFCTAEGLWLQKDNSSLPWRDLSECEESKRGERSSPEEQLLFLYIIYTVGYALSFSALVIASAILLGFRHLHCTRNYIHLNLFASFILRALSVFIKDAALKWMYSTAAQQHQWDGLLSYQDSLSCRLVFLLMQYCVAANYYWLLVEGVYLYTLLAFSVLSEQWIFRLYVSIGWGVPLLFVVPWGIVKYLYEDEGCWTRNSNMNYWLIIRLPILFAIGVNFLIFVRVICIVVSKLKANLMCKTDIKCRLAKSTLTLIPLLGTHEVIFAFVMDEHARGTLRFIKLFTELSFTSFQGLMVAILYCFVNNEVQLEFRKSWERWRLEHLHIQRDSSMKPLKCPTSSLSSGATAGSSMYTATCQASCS
SW480 rerep: induces DNA re-replication in SW480 colon adenocarcinoma cells; hit rate 1.8% among 340,000; Potency, µM (top dose mostly 46.1 µM), for inactives: top-dose re-replication activation, usual class: activators; SW480 DNA re-replication, Hoechst DNA content imaging, 48 h; note: potency is the fitted concentration of half-maximal effect; % of control where 0% means no effect; nearly all actives have a fitted effect of over 55% in size
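SW480 cells exposed to compounds for 48 hr at 37 C, 5% CO2, then Hoechst-stained 40 min. Nuclear DNA content imaged by fluorescence scanning (405 nm excitation, 500-530 nm emission); re-replication scored as increased high-intensity nuclei.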
D3 antag: D3 dopamine receptor (human) antagonism. AID 652054. hit rate 2.5% among 360,000. P35462. D3R cells, DiscoveRx beta-arrestin luminescence, antagonist mode; hits give low values. max response, negative = inhibition, %; in the data active = max response below about -50%; inconclusive = no clear call, values can overlap the other calls; note: % is set by controls: 0 for no effect and ±100 for the full control effect; mostly tested at two doses, the higher about 12 µM
Target sequence (P35462 whole entry, looked up): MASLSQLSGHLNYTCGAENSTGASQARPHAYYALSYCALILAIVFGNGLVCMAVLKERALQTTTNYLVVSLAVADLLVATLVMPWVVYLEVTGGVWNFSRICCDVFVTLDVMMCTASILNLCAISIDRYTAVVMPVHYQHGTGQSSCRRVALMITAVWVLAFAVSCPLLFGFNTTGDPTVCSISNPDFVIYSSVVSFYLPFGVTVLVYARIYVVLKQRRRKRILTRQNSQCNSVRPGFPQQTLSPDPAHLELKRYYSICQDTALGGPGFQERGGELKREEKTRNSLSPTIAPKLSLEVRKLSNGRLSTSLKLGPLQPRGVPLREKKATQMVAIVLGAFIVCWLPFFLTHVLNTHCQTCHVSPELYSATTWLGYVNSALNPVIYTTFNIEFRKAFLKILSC
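Cells plated overnight at 1500 cells/well, then exposed to library compounds with dopamine controls for 90 minutes at 37 degrees C. DiscoveRx reagent added for 30–60 minutes at room temperature; luminescence read, quantitative HTS format.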
HT1080 IDH1KD tx: kills HT-1080 cells with IDH1 knockdown; HT-1080 IDH1 knockdown viability, ATP luminescence, 48 h; Potency, µM (series often up to 46.1 µM), for the others: at the top dose activity, negative = toxicity, hits mostly cytotoxic; hit rate 2% among 360,000; AID 686971;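 note: potency is the fitted concentration of half-maximal effect; 0% = DMSO wells and -100% = cell-free medium wells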
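HT-1080-IDH1KD cells (IDH1 knocked down), 750/well in RPMI with 5% FBS, treated with compound 48 h at 37 degrees C. Viability by CellTiter-Glo luminescence, normalised to DMSO and no-cell wells; concentration-response curves classed.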
HT1080NT lethal: kills 2HG-producing HT-1080-NT fibrosarcoma cells. HT-1080-NT fibrosarcoma viability, CellTiter-Glo ATP luminescence, 48 h. hit rate 1.6% among 360,000. Potency, µM (top dose mostly 46.1 µM), for inactives: at the highest dose activity, negative = less viability, most hits filed as cytotoxic;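 note: NT is the 2HG producing partner of a matched IDH1 knockdown line; potency is the fitted concentration of half-maximal effect; 0% = DMSO-treated cells and -100% = media-only wells without cells; nearly all actives have a fitted effect of over 55% in size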
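Viability of the 2HG-overproducing fibrosarcoma line after 48 hours of compound exposure at 37 degrees C was determined by luminescence with CellTiter-Glo, and concentration-effect curves were then fitted and categorized.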
D3 ag: activates the human D3 dopamine receptor; P35462; D3R DiscoveRx beta-arrestin cells, luminescence, 90 min; max activation, %; hit rate 0.58% among 410,000; AID 652048; in the data active = max activation above about 30%; note: 0% is about no effect; mostly tested at two doses, the higher about 12 µM
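Agonist mode: compounds and dopamine controls were applied to plated cells for 90 min at 37 degrees C after an overnight attachment at 1500 cells/well. Luminescent read-out followed 30 - 60 minutes at room temperature with DiscoveRx detection reagent.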
KB-3-1 tox: KB-3-1 parental cell cytotoxicity; KB-3-1 viability, CellTiter-Glo ATP luminescence, 72 h; Potency, µM (highest dose often 46.1 µM), inactives show at the top dose activity change, negative = cytotoxic, hits mostly cytotoxic; AID 1347075; hit rate 1.4% among 400,000; note: potency is the fitted concentration of half-maximal effect; % is set by controls: 0 for no effect and ±100 for the full control effect; nearly all actives have a fitted effect of over 60% in size
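Screening of KB-3-1 cells (DMEM, 10% FBS, phenol-red free) ran from lowest to highest compound concentration; after 72 h at 37 °C viability was read luminescently and curves fitted.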
IL1B secr inh: inhibitors of inflammasome signaling (IL-1 beta secretion) | AID 743279 | THP-1 LPS/ATP IL-1B secretion, AlphaLISA, 16 h; hits give low values | activity change, % at 57.5 µM | hit rate 4.7% among 360,000; in the data active = activity change below about -50%; inconclusive = mostly about -30% to -49%; note: % is set by controls: 0 for no effect and ±100 for the full control effect
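Secreted IL-1B measured by AlphaLISA bead assay after 16 h compound exposure of THP-1 cells; compounds (final up to 57.5 uM) added 1 h before LPS (250 ng/mL) and ATP (1.25 mM) stimulation; lower signal means less secretion.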
The depositor's hits bear a star; ? = inconclusive; / = not tested or not shown; & = joins results of further samples; ! = not confirmed by another sample; [ ] = another dose, or the depositor's remark. Unless noted, calls come from the whole dose curve; as a rule, active = well fitted curve in the direction sought with a large enough effect; inconclusive = small, poorly fitted or top-dose-only effect, or another doubt; inactive = no such curve, though single readings can be large; an effect the other way counts as inactive or inconclusive.

Values run as follows: KB-V1 cytotox	GLP1R ag	SW480 rerep	D3 antag	HT1080 IDH1KD tx	HT1080NT lethal	D3 ag	KB-3-1 tox	IL1B secr inh
> CCOC(=O)c1cc2c(c(CCO)n1)[C@H](CCO)N(S(=O)C(C)(C)C)C2 (stereo partly drawn)
→ 0%	-4%	-10%	0	14%	12%	2	24%	15
> C#CCOc1c(Cl)cc(C2C3=C(CCCC3=O)N(CC(=O)O)C3=C2C(=O)CCC3)cc1OC
→ 13%	-1%	-101%[inhibitor][1.84 µM]	44	2%	4%	6	10%	34
> Cc1ccc([N+](=O)[O-])cc1S(=O)(=O)Nc1cccc(S(=O)(=O)Nc2ccccc2C(=O)O)c1
→ /	-2%	-1%	-11	2%	5%	-4	/	19
> CC(C)OCCCN(C)C1CCN(S(=O)(=O)c2ccc(-c3ccc(=O)[nH]n3)s2)CC1
→ 23%	11%	-5%	-1	0%	0%	-5	2%	-3
> COc1ccc(-c2nc(CN(C)C(C)c3ccon3)c(C)o2)c(C)c1C (stereo not drawn)
→ -22%	22%	6%	10	?	-24%	2	-2%	-18
> O=C(COC(=O)c1ccco1)Nc1nc2ccccc2s1
→ -2%	-8%	-14%	-8	-6%	-8%	1	4%	25
> O=C(Nc1cc(C(F)(F)F)ccc1N1CCOCC1)c1ccccc1F
→ -7%	7%	-5%[9.22 µM]	13	8%	2%	-3	-1%	?
> C=CCOc1ccccc1/C=N/O
→ -5%	-12%	0%	9	1%	3%	0	19%	-6
> COCCNC(=S)N/N=C(\C)c1ccccc1O
→ -23%	10%	?	-2	9%	10%	-7	-1%	?
> COc1ccc([N+](=O)[O-])cc1NC(=O)CSc1nncn1-c1ccccc1
→ ?	11%	3%	-13	-9%	-2%	-8	3%	-17
> Cc1nc2ccc(NC(=O)N(C)c3ccccc3)cc2s1
→ -2%	0%	-265%[inhibitor]	4	26%	16%	-4	1%	20
> CCCCOC(=O)CSc1n[nH]c(=O)[nH]c1=O
→ ?	-4%	1%	18	2%	6%	2	-3%	17
> Cc1ccc(NC(=S)NCc2ccc3c(c2)OCO3)c(C)c1
→ -14%	7%	-2%	-7	7%	0%	1	0%	?
> O=C(CCC(NC(=O)OCc1ccccc1)C(=O)OCC(=O)N1CCCCC1)OCC(=O)N1CCCCC1 (stereo not drawn)
→ -6%	18%	-8%	2	-7%	0%	11	13%	0
> COc1ccc(C(=O)C2CCCN(C(=O)C3CCOCC3)C2)cc1OC (stereo not drawn)
→ -3%	0%	-1%	-8	0%	0%	-4	-4%	-4
> Cc1cccc(C)c1Nc1c(-c2ccccn2)nc2ccccn12
→ ?	-3%	?	-17	?	?	-19	-7%	32
> O=C1Nc2ccc(Br)cc2/C1=C/C(=O)c1ccccc1
→ ?	-8%	?	-11	?	?	-5	?	-103*
> CCOC(=O)N1CCN(C(=O)c2cc(-c3ccc(OCC)cc3)nc3ccccc23)CC1
→ 2.3µM*	0%	4.6µM*	22	5µM*	5µM*	18	4.6µM*	17
> Cc1ccc(S(=O)(=O)NNC(=O)CC#N)cc1
→ 10%	0%	4%	-10	-3%	17%	-14	0%	23
> CC(C)CC1Nc2ncnc(N3CCN(c4ccccc4)CC3)c2N(Cc2ccccc2)C1=O (stereo not drawn)
→ -19%&-18%	-1%&-5%	?	-78*!	-4%&-22%	-27%&-24%	-12&-15	-28%&0%	-20&-18
> C[C@@H]1CN([C@@H](C)CO)C(=O)c2cc(N(C)C)ccc2O[C@@H](C)CCCCO[C@@H]1CN(C)Cc1ccc2c(c1)OCO2
→ ?	0%	/	-23	10%	12%	-7	-5%	-26
> Nc1nc2c(nc(N3CCCCC3)n2[C@@H]2O[C@H](CO)[C@@H](O)[C@H]2O)c(=O)[nH]1
→ 0%	10%	1%	5	17%	25%	13	-4%	-14
> CCOc1ccc(OCCOCCNCCOC)cc1
→ 0%	1%	0%	-24	0%	1%	-4	-5%	7
> CC(C)NC(=S)Nc1ccc(S(=O)(=O)Nc2ncccn2)cc1
→ -7%	11%	1%	-6	1%	2%	-5	-6%	0
> CCN1C=C(C(C)=O)C(=O)CC1
→ 10%	2%	-9%	2	9%	4%	5	1%	2
> C[C@H](CO)N1C[C@H](C)[C@@H](CN(C)C(=O)Nc2ccc(C(F)(F)F)cc2)Oc2c(NC(=O)C3CCCCC3)cccc2C1=O
→ 0%	9%	4%	18	-6%	-2%	4	0%	-58*
> Cc1ccc(C(=O)N=c2sccn2C)cc1C
→ -10%	-5%	-1%	15	-24%	-6%	4	-4%	5
> CC(=O)Nc1ccc(NC(=O)C2CCN(S(=O)(=O)c3cccc4nonc34)CC2)cc1
→ 10%	-4%	-16%	-2	-3%	?	-5	11%	12
> NNC(=O)c1nc(-c2ccccc2)n2c1CCCCC2
→ 16%	-2%	-9%	-6	0%	1%	8	-1%	0
> Cc1cccn2c(=O)nc(SCC(=O)NC3CCCC3)nc12
→ -6%	0%	18µM*	-7	1%	2%	-1	-1%	1
> O=C(COC(=O)c1ccc(O)cc1)Nc1ccc(Cl)cc1
→ -18%	15%	?	-13	-23%	-13%	-2	1%	9
> Cc1noc(C)c1NC(=O)N(C)C[C@@H]1OCc2ccccc2-c2c(n(C)c3ccccc23)C(=O)N([C@H](C)CO)C[C@H]1C
→ -8%	-1%	/	42	8%	4%	4	?	-5
> CCc1cc2c(NCC3CCCO3)nc(C)nc2s1 (stereo not drawn)
→ -13%	?	-4%	37	-1%	-14%	5	8%	4
> CCN(C(=O)CCS(=O)(=O)c1cccc2nonc12)c1ccc(C)c(C)c1
→ ?	9%	-21%	-20	15%	18%	-6	1%	-14
> O=C(CCS(=O)(=O)c1ccccc1)Nc1ccc(-c2nc3ccccc3s2)c(O)c1
→ -3%	-14%	/	1	1%	15%	3	-6%	0
> OC[C@@H]1CN(Cc2ccncc2)C[C@H](n2cnc3c(N4CCOCC4)ncnc32)O1
→ 1%	4%	/	46	22%	19%	0	0%	35
> COc1ccc2nc(N=Nc3ccc(N(C)C)cc3)sc2c1
→ ?	-12%	2%	-17	-7%	1%	-6	13µM*	-10
> CCS(=O)(=O)N1CCN(c2ccc([N+](=O)[O-])c(NC(C)c3ccccc3)c2)CC1 (stereo not drawn)
→ ?	-20%	-2%	0	-1%	1%	-13	-4%	?
> C=CC[N+]1(CC#CCOC(c2ccccc2)c2ccccc2)CCOCC1
→ 7%	-10%	0%	11	-16%	4%[9.24 µM]	3	1%	-10
> NC(=O)c1ccccc1NC(=O)CN1CCOCC1
→ 0%	-11%	-21%	7	9%	2%	1	-4%	9
> CC1CCN(S(=O)(=O)c2ccc(NC(=O)c3cccs3)cc2)CC1
→ 0%	1%	-1%	0	-22%	-10%	-6	-10%	-4
> CCOC(=O)NC1Cc2ccccc2C1Sc1ccccn1 (stereo not drawn)
→ 2%	19%	-6%	3	-3%	0%	-2	2%	-29
> COc1ccc(NC(=O)C2(C)CCN2Cc2ccc3ccccc3c2)cc1OC (stereo not drawn)
→ -13%	3%	/	-7	?	-21%	10	0%	-18
> Cc1c(Cl)cnc(NC(=O)COC(=O)/C=C/c2ccco2)c1Cl
→ -3%	-12%	-9%	9	9%	8%	5	20%	-2
> CCOC(=O)c1c(C)c(C(=O)Nc2ccc3c(c2)OCCO3)c(C)n1CC
→ -25%	8%	?	-6	?	?	5	?	16
> CC(C)CCNC(=O)C(Cc1ccccc1)NS(=O)(=O)c1ccc2c(c1)c(=O)n(C)c(=O)n2C (stereo not drawn)
→ 3%&42%	-2%&9%	-20%	0	2%	-1%	-18&-1	-16%&36%	1
> COC(=O)COc1cccc2c(=O)n(CC(=O)N3CCCCC3)ccc12
→ -8%	-1%	0%	7	12%	8%	6	0%	-12
> O=[N+]([O-])c1ccc2[nH]c(=S)sc2c1
→ 12µM*	-9%	-1%	-9	-19%	?	-8	?	-22
> Cc1onc(-c2c(F)cccc2Cl)c1C(=O)OCC(=O)Nc1cccc(S(=O)(=O)N(C)C)c1
→ 4.1µM*	-7%	-1%	-97*	-14%	-6%	-26	?	-15
> Cc1ccc(OC(=O)CCC(=O)NC(C)c2ccccc2)cc1 (stereo not drawn)
→ -5%	2%	?	-15	13%	9%	4	-5%	0
> CCOc1ccc(C(=O)NC(=S)Nc2ccc(N3CCOCC3)c(Cl)c2)cc1[N+](=O)[O-]
→ ?	0%	-11%	-14	-1%	-21%	-7	?	14
> Cc1nc2ccc(NC(=O)c3cncc(Br)c3)cc2s1
→ -10%	0%	-17%	-23	-4%	3%	-3	-2%	?
> Cc1ccc(-c2nnn(CC(=O)N(CC(=O)NC3CCCC3)c3cccc(F)c3)n2)o1
→ -4%	9%	-12%	-15	-16%	-4%	-2	?	17
> COc1ccccc1CNC(=O)CN1C(=O)c2ccccc2S1(=O)=O
→ -9%	7%	13%	3	-18%	-9%	-2	1%	-7
> COc1ccc(S(=O)(=O)Nc2cccc(-c3ccc4nncn4n3)c2)c(OC)c1
→ 13%	25%	-27%	16	-12%	-17%	11	-6%	-5
> N#CC1(c2c(O)nc3n(c2=O)CCCS3)CCCCC1
→ -6%	4%	-2%	-3	7%	1%	-2	2%	6
> C=CCNC(=O)CSc1nc2sc3c(c2c(=O)n1CCC)CCC3
→ 9%	27%	0%	6	-15%	-18%	20	4%	-8
> COc1cc(/C=N/Nc2ccc(Cl)nn2)cc(OC)c1O
→ 4%	10%	-15%	6	27%	24%	3	1%	-8
